# Bioassay records: PubChem, several laboratories
# NFkB transloc inh: blocks IL-1B driven NFkB nuclear translocation in HUVEC cells; 94,000 compounds, 0.43% hits; inhibition, % at 2 µM; HUVEC IL-1B NFkB p65 nuclear translocation imaging;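 active = inhibition above about 30% together with a positive call from visual inspection of the well image, limit read from the data; inconclusive = inhibition above a set limit but visual check negative; inactive = inhibition not above a set limit, visual check negative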;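 also: nuclear over cytoplasmic p65 intensity ratio measured by imaging; 0% = IL-1B stimulated DMSO wells and 100% = unstimulated DMSO wells; values of inactives mirror those of a sister screen read the other way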
# PLAP inhibitors HTS: inhibition of human placental alkaline phosphatase – biochemical, luminescence, HTS (AID 690) | purified PLAP, luminescent substrate; higher % means a stronger effect | inhibition, % at 20 µM, or IC50 in µM where a hit was titrated | 96,000 compounds, 0.08% hits; in the data active = a potency from the dose series; inactive = the rest, 99 in 100 with inhibition below about 30%; also: strong numbers were not always called active
# NFkB transloc pot: enhances IL-1B driven NFkB nuclear translocation | HUVEC IL-1B NFkB p65 nuclear translocation imaging | activation, % at 2 µM | 94,000 compounds, 0.3% hits;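 active = activation above 40%, about the mean plus 3 SD, also judged a hit on visual image review; inconclusive = activation above 40% but not a hit on visual review; inactive = activation not above 40% and no visual hit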;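 also: percent activation is computed from the nuclear over cytoplasmic p65 intensity ratio; values of inactives mirror those of a sister screen read the other way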
# MRP resist rev: reverses drug resistance mediated by MRP; H69AR cells + 2 uM doxorubicin, CellTiter-Glo, 72 h; 85,000 compounds, 0.04% hits; AID 602; differential viability (reversal), % at 10 µM;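 active = viability drop by adding the cancer drug above about 55%, with treated viability meeting a 40% cutoff, limit read from the data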;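 also: viability without doxorubicin minus viability with 2 µM doxorubicin for each compound; larger differential means the compound sensitizes cells more to doxorubicin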
# Bcl-B TR3 displacers: displacers of TR3 peptide from Bcl-B, primary screen, selectivity assay for Bfl-1 inhibitor project, biochemical, fluorescence polarization. 96,000 compounds, 0.11% hits. FP displacement of FITC-TR3 peptide from Bcl-B; higher % means a stronger effect. displacement, % at 20 µM, or IC50 in µM where a hit was titrated;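 active = displacement above 50% at 20 µM plus a fluorescence interference ratio under 1.5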;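 also: plate controls were wells without compound for no effect and wells lacking Bcl-B protein for full effect; a part of the inactive calls stands beside numbers as strong as those of hits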
# MRP resist rev cytotoxicity: further read-out of MRP resist rev, marked with its call; viability, %; H69AR cells, CellTiter-Glo, 72 h; measured here: cytotoxicity without doxorubicin
# MRP resist rev with doxorubicin: further read-out of MRP resist rev, marked with its call; viability, %; measured here: viability with 2 uM doxorubicin; stronger effect = lower value
# NFkB transloc inh cell count 2 µM: recorded beside NFkB transloc inh, whose call it bears; cell count; measured here: cells passing quality filter;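 raw number of nuclei counted in each imaged well without normalization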
# NFkB transloc pot cell count 2 µM: second read-out of NFkB transloc pot, no call of its own (marks repeat the call); cell count; measured here: cells passing quality filter
# An asterisk follows results filed as active; ? = inconclusive; . = not tested or not shown.
# Each structure is followed by: NFkB transloc inh	NFkB transloc inh cell count 2 µM	PLAP inhibitors HTS	NFkB transloc pot	NFkB transloc pot cell count 2 µM	MRP resist rev	MRP resist rev cytotoxicity	MRP resist rev with doxorubicin	Bcl-B TR3 displacers
CCn1c(SC(C)C)nnc1-c1cc(-c2ccccc2)sc1N
  -15.1	100	.	15.1	100	0.1	87.0	86.9	.
CC(=O)Nc1ccc(C(=O)OCC(=O)N(Cc2ccccc2)C(C)(C)C)cc1
  -27.9	188	-6.7%	27.9	188	.	.	.	-2.2%
CC(C)(C)C(=O)COC(=O)c1ccc(O)cc1
  -2.7	174	.	2.7	174	-9.6	91.5	101.1	.
O=C(NC1CCCCC1)C1CCN(C(=O)NCc2ccccc2)CC1
  .	.	-2.8%	.	.	11.5	103.0	91.4	-2.8%
O=C(CCC1CCCCC1)NNC(=O)NC12CC3CC(CC(C3)C1)C2
  -15.8	164	-65.4%	15.8	164	.	.	.	-5.2%
CCN1N=C(c2cc(Cl)sc2Cl)CSC1=O
  -17.0	61	.	17.0	61	13.4	95.5	82.1	.
CCCOc1ccc2c(C)c(CC(=O)OC)c(=O)oc2c1
  -16.2	146	-4.1%	16.2	146	2.5	91.0	88.5	-6.6%
COC(=O)c1nn(-c2ccccc2)c(Sc2ccc(Br)cc2)c1/C=N/O
  3.1	179	-6.6%	-3.1	179	.	.	.	-7.9%
COc1ccc(C(C(=O)NC2CCCCC2)N(Cc2ccco2)C(=O)CNC(=O)c2ccco2)cc1 (centres undefined)
  10.1	194	.	-10.1	194	-15.9	53.8	69.6	.
O=C(Nc1ccc(Cl)cn1)Nc1cccs1
  -7.1	144	23.8%	7.1	144	1.9	98.4	96.5	0.1%
CCCOC(=O)Nc1cccc(C(C)=O)c1
  -7.5	89	.	7.5	89	13.5	105.3	91.8	.
COc1cccc(-c2[nH]nc3c2C(c2ccoc2)C(C#N)=C(N)O3)c1 (centres undefined)
  -25.4	151	-9.1%	25.4	151	12.3	90.9	78.5	-6.8%
CC1CCCCN1C(=O)C12CCC(C)(/C(=N/O)C1)C2(C)C (centres undefined)
  -2.1	98	19.4%	2.1	98	-2.5	97.0	99.5	5.0%
Cc1ccccc1N(C(=O)Cc1cccs1)C(C(=O)NCC1CCCO1)c1cccnc1 (centres undefined)
  -10.4	153	-36.2%	10.3	153	.	.	.	0.1%
CCOc1ccccc1OCC(=O)OCC(=O)Nc1ncc(Cl)cc1Cl
  -13.8	123	3.5%	13.8	123	3.0	97.8	94.8	-1.7%
Cc1[nH]nc2ncc(C(=O)c3cc(F)ccc3O)cc12
  -10.8	181	-36.1%	10.8	181	4.6	76.7	72.2	0.5%
C/C(Cn1cnc([N+](=O)[O-])n1)=N\NC(=O)c1ccccc1
  1.6	85	.	-1.6	85	-10.6	105.4	116.0	.
O=[N+]([O-])c1cc(Br)c(O)c(/C=N/Nc2nnnn2-c2cccc3ccccc23)c1
  -13.5	135	-69.8%	13.5	135	.	.	.	47.9%
COc1ccc(-n2cnnc2SCC(=O)Nc2cc(C(C)(C)C)nn2-c2ccccc2)cc1
  4.2	177	-7.2%	-4.2	177	6.1	87.1	81.0	-2.5%
COCCNC(=O)c1onc(CSc2ccccc2F)c1C(=O)O
  5.4	136	5.7%	-5.4	136	.	.	.	-3.7%
CCOCCOCCC(C(=O)O)P(=O)(c1ccccc1)c1ccccc1 (centres undefined)
  -2.8	194	-22.3%	2.8	194	3.9	103.5	99.5	7.8%
CC1(C)Cc2nc3sc4c(SCC(=O)NCc5ccccc5)ncnc4c3cc2CO1
  -8.3	67	13.3%	8.3	67	-4.1	0.7	4.8	-10.2%
CCN(CC)C(=O)N1CCC(NC(=O)Cc2ccccc2)CC1
  7.8	113	-19.6%	-7.8	113	-5.1	92.5	97.6	-2.8%
Cc1ccc(CCNC(=O)CCNS(=O)(=O)c2ccc3c(c2)oc(=O)n3C)cc1
  .	.	-6.2%	.	.	-5.6	99.5	105.1	-6.3%
Fc1ccc(-n2cnnn2)c(F)c1
  4.6	61	13.0%	-4.6	61	6.5	100.1	93.6	-2.4%
CC(C)(C)n1nnnc1C(c1ccc(Cl)cc1)N(Cc1cccnc1)Cc1ccco1 (centres undefined)
  -7.4	112	.	7.4	112	7.7	84.6	76.9	.
C/C=C/COC(=O)c1[nH]c2c(c1C)C(=O)CC(c1ccco1)C2 (centres undefined)
  24.0	57	-11.0%	-24.0	57	-16.9	29.5	46.4	3.6%
CCc1ccc(C(=O)COC(=O)CNC(=O)c2ccco2)cc1
  .	.	1.0%	.	.	4.8	97.2	92.4	-2.0%
COc1ccc(CNC(=O)C2CSC(=O)C2)cc1 (centres undefined)
  .	.	18.6%	.	.	.	.	.	-6.8%
O=C(c1cccc2ccccc12)N1CCN(c2ccccc2F)CC1
  -25.3	128	-1.6%	25.3	128	6.0	56.0	49.9	9.5%
O=C(CSc1nnc(SCC(=O)c2ccco2)s1)c1ccco1
  6.5	169	-11.8%	-6.5	169	5.5	79.2	73.6	5.2%
Cc1c(/C=C/C(=O)c2cccs2)cnn1C
  -47.5	139	.	?	.	-6.2	96.9	103.1	.
Cc1ccccc1C(=O)Oc1cccc(Nc2ncnc3ccccc23)c1
  -20.6	195	.	20.6	195	.	.	.	.
COCCNC(=O)C(c1cccs1)N(Cc1cccs1)C(=O)Cn1nnc2ccccc21 (centres undefined)
  7.1	113	.	-7.1	113	8.7	91.5	82.8	.
COCCNC(=O)c1ccc(CS(=O)(=O)c2c(Cl)cccc2Cl)o1
  4.6	55	.	-4.6	55	2.9	95.7	92.8	.
CCOC(=O)CSc1nc2cccnc2n1-c1ccc(F)cc1
  -22.1	118	16.3%	22.1	118	4.2	87.5	83.3	-5.3%
C=CCOc1cccc(C2C(C(=O)c3ccc(C)o3)=C(O)C(=O)N2c2nccs2)c1 (centres undefined)
  3.0	161	1.3%	-3.0	161	-2.7	58.4	61.1	123.8%
O=C1OC2(CCCCC2)OC(=O)C1=CNc1ccc2c(c1)OCO2
  4.5	158	-5.6%	-4.5	158	11.7	96.7	85.0	4.9%
O=C(Nc1cccc(C(F)(F)F)c1)c1cccnc1N1CCN(CCO)CC1
  -14.9	119	-34.9%	14.9	119	4.5	74.6	70.1	-3.3%
CCCCOC(=O)Cn1c(=N)n(CCN(CC)CC)c2ccccc21
  -0.9	101	18.6%	0.9	101	-4.6	91.2	95.8	-2.8%

# 4 structures from above, ordered by count of non-hydrogen atoms, low to high:
# Each structure is followed by: NFkB transloc inh	NFkB transloc inh cell count 2 µM	PLAP inhibitors HTS	NFkB transloc pot	NFkB transloc pot cell count 2 µM	MRP resist rev	MRP resist rev cytotoxicity	MRP resist rev with doxorubicin	Bcl-B TR3 displacers
COc1ccc(CNC(=O)C2CSC(=O)C2)cc1 (centres undefined)
  .	.	18.6%	.	.	.	.	.	-6.8%
COCCNC(=O)c1ccc(CS(=O)(=O)c2c(Cl)cccc2Cl)o1
  4.6	55	.	-4.6	55	2.9	95.7	92.8	.
Cc1ccccc1C(=O)Oc1cccc(Nc2ncnc3ccccc23)c1
  -20.6	195	.	20.6	195	.	.	.	.
CC1(C)Cc2nc3sc4c(SCC(=O)NCc5ccccc5)ncnc4c3cc2CO1
  -8.3	67	13.3%	8.3	67	-4.1	0.7	4.8	-10.2%

# Later entries.
# Each structure is followed by: NFkB transloc inh	NFkB transloc inh cell count 2 µM	PLAP inhibitors HTS	NFkB transloc pot	NFkB transloc pot cell count 2 µM	MRP resist rev	MRP resist rev cytotoxicity	MRP resist rev with doxorubicin	Bcl-B TR3 displacers
CCOC(=O)c1c(NC(=O)CN(CC)CC)sc2c1CCN(C(=O)OCC)C2
  .	.	-74.3%	.	.	.	.	.	1.2%
CCc1ccc(NCc2nc3ccccc3c(=O)[nH]2)cc1
  9.3	125	-10.6%	-9.3	125	.	.	.	-0.3%
N#Cc1nc(-c2ccccc2F)oc1NCc1ccccc1
  -10.4	43	24.1%	10.4	43	-1.1	96.8	97.9	1.6%
COc1ccc(C2C(C(C)=O)=C(O)C(=O)N2CCCn2ccnc2)cc1 (centres undefined)
  4.6	156	-4.8%	-4.6	156	.	.	.	0.9%
O=C(Cc1cccs1)Nc1nc(-c2ccc(F)cc2F)cs1
  -6.0	166	28.9%	6.0	166	-4.4	86.2	90.5	-11.2%
CC1CCCC(NC(=O)COC(=O)Cc2cn3ccsc3n2)C1C (centres undefined)
  -9.9	135	-48.5%	9.9	135	3.1	87.6	84.5	2.5%
O=C(c1nn(Cc2ccccc2)c(=O)c2ccccc12)N1CCN(c2ccccn2)CC1
  9.2	125	-60.2%	-9.2	125	0.1	76.0	75.8	-11.2%
CCc1ccc(N(C(=O)c2ccoc2C)C(C(=O)NC2CCCC2)c2ccc(OC)cc2)cc1 (centres undefined)
  -8.5	134	4.2%	8.5	134	.	.	.	-2.6%
FC(F)(F)c1ccc(N2CCN(c3ncnc4c3nnn4Cc3ccccc3Cl)CC2)cc1
  -23.2	143	.	23.2	143	-3.6	82.2	85.8	.
COc1ccc(C2Nc3ccccc3C(=O)N2Cc2ccccc2)cc1COc1ccccn1 (centres undefined)
  -12.0	153	-63.6%	12.0	153	.	.	.	0.0%
Cc1nc2nc(C)c(CCC(=O)NCCC3=CCCCC3)c(C)n2n1
  3.4	194	-4.7%	-3.4	194	8.0	90.8	82.8	-0.8%
CC(=O)Nc1nc2ccc(C(=O)NC3CCCCC3)cc2s1
  -3.3	143	.	3.3	143	-15.7	60.3	75.9	.
O=C(CN1C(=O)C2C3c4ccccc4C(c4ccccc43)C2C1=O)N1CCOCC1 (centres undefined)
  7.5	169	2.3%	-7.5	169	.	.	.	-1.4%
COCCn1c(-c2cc(OC)c(OC)c(OC)c2)nc2nc3ccccc3nc21
  .	.	-7.7%	.	.	-5.1	82.5	87.6	-18.8%
CC(C)OC(=O)CSc1nnc2n1C(C)(C)Cc1ccccc1-2
  -15.3	176	-8.5%	15.3	176	.	.	.	43.8%
CCn1c(Cc2ccccc2)nnc1SCC(=O)Nc1ccc(N2CCOCC2)c(Cl)c1
  14.1	73	-31.1%	-14.1	73	-12.9	68.4	81.3	-3.5%
O=C(Nc1cccc(C(F)(F)F)c1)c1cnc2n(c1=O)CCS2
  4.6	56	23.3%	-4.6	56	-4.0	89.2	93.1	-12.2%
CCCOc1ccc(N2C(=O)CC(N(CCc3ccc(OC)cc3)C(=O)c3cccc(F)c3)C2=O)cc1 (centres undefined)
  -6.4	104	-51.9%	6.4	104	.	.	.	-6.7%
COC(=O)c1ccc(NC(=O)COc2ccc(S(=O)(=O)N3CCCCC3)cc2)cc1
  15.4	109	32.1%	-15.4	109	6.4	57.9	51.5	2.7%
Cn1c(COc2ccccc2)nnc1SCCSc1nnc(COc2ccccc2)n1C
  .	.	-24.9%	.	.	4.5	100.0	95.5	-0.6%
CN(C)c1ccc(NC(=O)Cn2c(=O)n(Cc3ccccc3)c(=O)c3ccccc32)cc1
  3.4	112	2.7%	-3.4	112	.	.	.	10.3%
O=C1CN(C(=O)c2ccco2)C(c2ccccc2)c2cc(Cl)ccc2N1 (centres undefined)
  3.1	165	-53.0%	-3.1	165	-22.9	46.9	69.8	-0.5%
CCOC(=O)COc1ccc2c3c(c(=O)oc2c1C)CCC3
  7.6	74	5.4%	-7.6	74	7.1	89.8	82.6	-2.9%
O=C(O)c1cn(-c2ccccc2)c(=O)c2ccccc12
  0.3	153	9.7%	-0.3	153	-2.0	101.1	103.1	3.4%
COCCCNC(=O)CN(C1CCCCC1)S(=O)(=O)c1ccc(C)cc1
  -34.1	87	-32.4%	34.1	87	-2.1	95.7	97.8	-4.9%
COc1cccc(C(=O)Nc2ccc(-c3nnc(-c4ccco4)o3)cc2)c1
  5.2	136	-2.3%	-5.2	136	.	.	.	-3.0%

# Some of the compounds tested (hit frequency here may not be typical).
